# STK33 kin inh = inhibitors of human STK33 kinase; ADP-Glo luminescence, MBP substrate; inhibition, % at 12.5 µM; 0.44% of 27,000 active; AID 2322; in the data active = inhibition above about 20%; inconclusive = no clear call, values can overlap the other calls
# Target sequence (Q9BYT3 whole entry, looked up): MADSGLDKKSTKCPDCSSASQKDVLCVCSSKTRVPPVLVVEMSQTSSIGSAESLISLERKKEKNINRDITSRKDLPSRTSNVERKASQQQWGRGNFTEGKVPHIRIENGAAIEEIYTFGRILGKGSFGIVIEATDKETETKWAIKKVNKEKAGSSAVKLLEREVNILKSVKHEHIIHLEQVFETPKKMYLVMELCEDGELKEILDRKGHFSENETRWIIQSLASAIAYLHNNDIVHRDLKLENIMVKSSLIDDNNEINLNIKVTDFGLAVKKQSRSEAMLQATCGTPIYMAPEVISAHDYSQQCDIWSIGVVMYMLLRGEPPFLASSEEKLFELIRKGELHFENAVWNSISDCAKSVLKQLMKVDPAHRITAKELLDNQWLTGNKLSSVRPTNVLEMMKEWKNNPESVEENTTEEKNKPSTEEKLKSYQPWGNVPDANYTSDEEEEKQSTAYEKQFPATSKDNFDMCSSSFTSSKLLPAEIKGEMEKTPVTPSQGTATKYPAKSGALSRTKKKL
# mut p53 react = re-activators of the mutant p53 pathway; SW480 PUMA-promoter luciferase, p53 mutant reactivation; activation, % at 9.98 µM; 1.5% of 28,000 active; in the data active = activation above about 52%; inconclusive = no clear call, values can overlap the other calls
# An asterisk follows results filed as active; u = inconclusive; x = not tested or not shown. Not all compounds are listed; count on the stated rates, not on these rows.
SMILES,STK33 kin inh,mut p53 react
C[C@@H]1CN([C@@H](C)CO)C(=O)c2cc(NC(=O)Nc3ccccc3)ccc2O[C@H]1CN(C)Cc1ccc(-c2ccccc2)cc1,2.0,x
Cc1ccc(Cc2cncc(O)c2)cc1S(=O)(=O)O,-3.6,-7.6
O=c1[nH]ccc2c(O)cccc12,x,-1.7
O=C(Nc1ccccc1)C1=C[C@@H](c2ccc3c(c2)Cc2ccccc2-3)C[C@@H](OCc2ccc(CO)cc2)O1,1.7,x
C[C@H](CO)N1C[C@H](C)[C@@H](CN(C)S(C)(=O)=O)Oc2c(NC(=O)Nc3ccc(F)cc3)cccc2C1=O,-2.6,7.3
COc1ccc(C(=O)CSc2nnc(-c3ccccc3O)n2C)cc1,-1.0,-4.4
CCOC(=O)c1c(NC(=S)Nc2nc(C)cc(C)n2)sc2c1CCCCCC2,-2.4,-8.1
COc1ccc(S(=O)(=O)N(C)C[C@@H]2OCCCC[C@@H](C)Oc3ccc(NC(=O)c4ccccc4)cc3C(=O)N([C@H](C)CO)C[C@@H]2C)cc1,6.4,x
C[C@H](CO)N1C[C@H](C)[C@H](CN(C)S(=O)(=O)c2ccc(F)cc2)Oc2ncc(C#Cc3ccccc3)cc2C1=O,4.3,x
Cc1noc(C)c1NC(=O)N(C)C[C@H]1Oc2ccc(NC(=O)NC3CCCCC3)cc2C(=O)N([C@H](C)CO)C[C@@H]1C,x,-1.0
C[C@@H]1CCCCO[C@H](CN(C)C(=O)Nc2cccc3ccccc23)[C@@H](C)CN([C@H](C)CO)C(=O)c2cc(NS(=O)(=O)c3cccs3)ccc2O1,-1.0,x
C=CCC1OC(=O)CCNC(=O)C(C)N(C)C(=O)C(C(C)C)N(C)C(=O)C(C(C)CC)NC(=O)C2CCCN2C1=O (configuration not stated),-0.7,x
O=S(=O)(N[C@@H]1CCCN(Cc2cccc(OCCO)c2)C1)c1cc(Cl)ccc1Cl,1.4,x
COc1ccc(S(=O)(=O)N(C)C[C@H]2Oc3ccc(NC(=O)CCCN(C)C)cc3CC(=O)N([C@H](C)CO)C[C@H]2C)cc1,0.4,-5.1
C[C@@H]1CCCCO[C@H](CN(C)C(=O)CCCN(C)C)[C@H](C)CN([C@@H](C)CO)C(=O)c2cc(NC(=O)Nc3ccc(C(F)(F)F)cc3)ccc2O1,x,-4.8
O=C(NCCN1CCOCC1)c1cc(-c2ccccc2)on1,-1.4,6.3
C[C@H](CO)N1C[C@H](C)[C@@H](CN(C)C(=O)Nc2ccc(C(F)(F)F)cc2)Oc2ncc(/C=C/c3ccccc3)cc2C1=O,x,-19.1
Cc1ccc(S(=O)(=O)Nc2ccc3c(c2)C(=O)N([C@H](C)CO)C[C@H](C)[C@@H](CN(C)C(=O)CCCN(C)C)OCCCC[C@@H](C)O3)cc1,1.5,x
C[C@@H]1CN([C@@H](C)CO)C(=O)c2cccc(NC(=O)C3CCOCC3)c2O[C@@H]1CN(C)C(=O)Nc1ccc2c(c1)OCO2,x,-1.4
COc1ccc(S(=O)(=O)Nc2ccc3c(c2)C(=O)N([C@H](C)CO)C[C@H](C)[C@H](CN(C)C(=O)Nc2cccc4ccccc24)OCCCC[C@@H](C)O3)cc1,-0.9,x
C[C@@H]1CCCCO[C@@H](CN(C)C)[C@H](C)CN([C@@H](C)CO)C(=O)c2cc(NC(=O)C3CCCCC3)ccc2O1,x,7.6
Cc1noc(C)c1NC(=O)Nc1ccc2c(c1)C(=O)N([C@H](C)CO)C[C@H](C)[C@H](CN(C)Cc1ccc(-c3ccccc3)cc1)O2,-0.9,x
C[C@@H]1CN([C@@H](C)CO)C(=O)c2cc(NS(=O)(=O)c3cn(C)cn3)ccc2O[C@H]1CN(C)C(=O)NC1CCCCC1,x,3.8
Cc1nn(C)c(C)c1/C=C/C(=O)C(C)(C)C,x,2.0
C[C@H](CO)N1C[C@H](C)[C@H](CN(C)CC2CC2)Oc2ccc(NC(=O)Cn3cnnn3)cc2C1=O,-1.0,-7.7
CSc1ccccc1NC(=O)CN(c1cc(C(F)(F)F)ccc1Cl)S(C)(=O)=O,-2.3,-2.6
Nc1nnc(SCCN2C(=O)c3ccccc3S2(=O)=O)s1,-0.4,-4.5
COc1ccc(S(=O)(=O)Nc2ccc3c(c2)[C@H]2C[C@@H](CC(=O)O)O[C@H](CO)[C@H]2O3)cc1,x,6.3
C[C@H](CO)N1C[C@H](C)[C@H](CN(C)C(=O)Nc2cccc3ccccc23)Oc2ccc(NC(=O)Nc3cccc4ccccc34)cc2CC1=O,-2.7,0.3
C[C@@H]1CN([C@@H](C)CO)C(=O)CCCn2cc(nn2)CO[C@H]1CN(C)S(=O)(=O)c1ccc(-c2ccccc2)cc1,-1.2,x
C[C@@H]1CN([C@H](C)CO)S(=O)(=O)c2ccc(C#CC3CC3)cc2O[C@@H]1CN(C)S(C)(=O)=O,x,-1.2
CC1CCN(S(=O)(=O)c2cccc(C(=O)NC(C)(C)CO)c2)CC1,-2.6,-3.7
C[C@@H]1CN([C@H](C)CO)C(=O)Cc2cc(NS(=O)(=O)c3cn(C)cn3)ccc2O[C@@H]1CN(C)S(=O)(=O)c1ccccc1,0.6,x
COc1ccccc1-c1cc(=O)c2ccccc2o1,4.8,138.0*
COc1ccc(S(=O)(=O)Nc2ccc3c(c2)CC(=O)N([C@H](C)CO)C[C@@H](C)[C@@H](CN(C)S(=O)(=O)c2c(C)noc2C)O3)cc1,3.3,x
COc1ccc(-c2c(-c3ccc(OCc4cnn(-c5ccccc5)c4)c(C)c3O)n[nH]c2C)cc1,-1.1,3.3
COc1cc(CNCc2ccccc2)cc(I)c1OCC#N,0.6,12.3
C[C@H]1CN([C@@H](C)CO)C(=O)c2cc(NC(=O)Cc3cn(C)c4ccccc34)ccc2O[C@@H]1CN(C)Cc1ccccc1,-0.5,x
C=CCn1c(CCn2c3ccccc3c3ccccc32)n[nH]c1=S,4.5,x
COCC#Cc1cnc2c(c1)C(=O)N([C@@H](C)CO)C[C@@H](C)[C@@H](CN(C)C(=O)C1CCOCC1)O2,x,7.6
C[C@@H]1CN([C@H](C)CO)C(=O)Cc2cc(NC(=O)C3CC3)ccc2O[C@@H]1CN(C)Cc1ccc(C(F)(F)F)cc1,-5.1,3.1
C[C@@H]1CN([C@H](C)CO)C(=O)c2cc(NS(=O)(=O)c3ccc(F)cc3)ccc2O[C@H]1CN(C)S(=O)(=O)c1ccccc1,1.8,x
CC(C)NC(=O)Nc1ccc2c(c1)C(=O)N([C@H](C)CO)C[C@H](C)[C@@H](CN(C)C(=O)c1ccncc1)OCCCC[C@@H](C)O2,-1.7,0.2
CC1CCc2cc(F)cc3c(=O)c(C(=O)O)cn1c23 (configuration not stated),-3.5,4.1
O=[N+]([O-])c1ccc(OCc2nc(-c3cccnc3)no2)cc1,-6.1,9.6
COC(=O)c1cccc(NC(=O)CSc2nnc(-c3ccc(Cl)cc3)n2C)c1,4.1,-5.9
CC(=O)c1cccc(NC(=O)c2ccsc2NC(=O)COc2ccccc2)c1,1.3,9.0
C[C@@H]1CN([C@H](C)CO)C(=O)Cc2cc(NC(=O)CCCN(C)C)ccc2O[C@H]1CN(C)S(=O)(=O)c1ccc(F)cc1,0.7,x
C[C@@H]1CN([C@H](C)CO)C(=O)c2cc(NS(=O)(=O)c3ccccc3)ccc2O[C@@H](C)CCCCO[C@@H]1CN(C)S(C)(=O)=O,x,-1.5
C[C@@H]1CN([C@@H](C)CO)C(=O)c2cc(NC(=O)Cc3ccccc3)ccc2O[C@@H]1CN(C)S(=O)(=O)c1ccccc1,-0.1,x
COc1ccc(NC(=O)N(C)C[C@@H]2Oc3ncc(C#Cc4ccccc4)cc3C(=O)N([C@H](C)CO)C[C@@H]2C)cc1,-2.3,-8.7
C/C=C1\[C@H](O[C@@H]2O[C@H](CO)[C@@H](O)[C@H](O)[C@H]2O)OC=C(C(=O)O)[C@H]1CC(=O)OCCc1ccc(O)cc1,-2.0,-12.9
C[C@H](CO)N1C[C@H](C)[C@@H](CN(C)CC2CC2)Oc2ccc(NC(=O)Nc3ccccc3)cc2CC1=O,x,-10.6
C[C@@H]1CCCCO[C@H](CN(C)C(=O)CCC(F)(F)F)[C@@H](C)CN([C@H](C)CO)C(=O)c2cc(NC(=O)C3CCCCC3)ccc2O1,0.1,x
CC(C)NC(=O)N(C)C[C@@H]1Oc2ccc(NC(=O)NC3CCCCC3)cc2C(=O)N([C@@H](C)CO)C[C@H]1C,-5.7,x
CS(=O)(=O)N(CC(=O)NC1CC1)c1ccc(Cl)c(Cl)c1,0.5,8.4
COc1ccc(NC(=O)C(=O)NCC(=O)Nc2ccccc2OC)cc1,0.4,-7.4
COc1cc(O)cc(C(=O)O)c1Oc1cc(C)cc(O)c1C(=O)O,-3.5,2.5
Cc1ccc(S(=O)(=O)N(C)C[C@@H]2Oc3ccc(NC(=O)Nc4ccc(C(F)(F)F)cc4)cc3C(=O)N([C@@H](C)CO)C[C@H]2C)cc1,1.4,x
Cc1sc2nc3c4ccccc4c(NCc4ccccn4)nn3c(=O)c2c1C,-1.6,11.8

# 4 compounds out of the list, ordered by molecular weight, falling:
SMILES,STK33 kin inh,mut p53 react
COc1ccc(NC(=O)N(C)C[C@@H]2Oc3ncc(C#Cc4ccccc4)cc3C(=O)N([C@H](C)CO)C[C@@H]2C)cc1,-2.3,-8.7
C/C=C1\[C@H](O[C@@H]2O[C@H](CO)[C@@H](O)[C@H](O)[C@H]2O)OC=C(C(=O)O)[C@H]1CC(=O)OCCc1ccc(O)cc1,-2.0,-12.9
C[C@H](CO)N1C[C@H](C)[C@@H](CN(C)CC2CC2)Oc2ccc(NC(=O)Nc3ccccc3)cc2CC1=O,x,-10.6
CS(=O)(=O)N(CC(=O)NC1CC1)c1ccc(Cl)c(Cl)c1,0.5,8.4

# The list goes on.
SMILES,STK33 kin inh,mut p53 react
COc1ccc(C(CC(=O)O)NC(N)=O)cc1 (configuration not stated),-3.8,6.7
CS(=O)(=O)N(CC(=O)Nc1ccc(C(F)(F)F)cc1)c1ccccc1Cl,-3.5,-10.5
C[C@@H]1CN([C@H](C)CO)C(=O)c2cc(NC(=O)NC3CCCCC3)ccc2O[C@H]1CN(C)CC1CCCCC1,0.2,x
C[C@H]1CN([C@@H](C)CO)C(=O)Cc2cc(NS(=O)(=O)c3ccc(F)cc3)ccc2O[C@@H]1CN(C)C(=O)Nc1ccc2c(c1)OCO2,3.1,x
C/C=C/c1ccc2c(c1)O[C@H](CN(C)C(=O)Cc1cccnc1)[C@H](C)CN([C@H](C)CO)S2(=O)=O,x,-0.1
COc1ccc(S(=O)(=O)N(C)C[C@@H]2Oc3ccc(NC(=O)Nc4ccc5c(c4)OCO5)cc3CC(=O)N([C@@H](C)CO)C[C@H]2C)cc1,x,-14.4
O=C(CC1CCOCC1)Nc1ccc(I)cc1,x,62.6*
COc1ccc(NCC(O)Cn2ccc3ccccc32)cc1 (configuration not stated),-1.7,15.6
CNC[C@@H]1OCCCC[C@H](C)Oc2ccc(NC(=O)Nc3ccccc3)cc2C(=O)N([C@H](C)CO)C[C@@H]1C,x,7.0
O=C(CSc1nnc(-c2ccccc2)n1-c1ccc(Cl)cc1)Nc1ccc(Cl)cc1,-3.3,-19.3
C[C@H]1CN([C@@H](C)CO)C(=O)c2cccc(NS(C)(=O)=O)c2O[C@@H]1CN(C)S(=O)(=O)c1ccc(Cl)cc1,x,-0.4
Cc1nnc(SCC(=O)Nc2ccc(Br)c(C)c2C)s1,-1.5,3.0
COc1ccc(OC)c(NC(=O)Cc2coc3ccc(C)cc23)c1,-5.3,3.3
COc1cc(CN(C)Cc2cccc3ccccc23)c([N+](=O)[O-])cc1OC,1.8,-9.4
C[C@@H]1CCCCO[C@@H](CN(C)C(=O)Nc2cccc3ccccc23)[C@@H](C)CN([C@H](C)CO)C(=O)c2cc(NS(C)(=O)=O)ccc2O1,-0.2,x

# Copied from the list:
# STK33 kin inh result of `C[C@H]1CN([C@@H](C)CO)C(=O)Cc2cc(NS(=O)(=O)c3ccc(F)cc3)ccc2O[C@@H]1CN(C)C(=O)Nc1ccc2c(c1)OCO2` reads 3.1
# mut p53 react result of `Cc1nnc(SCC(=O)Nc2ccc(Br)c(C)c2C)s1` reads 3.0
# STK33 kin inh result of `COc1cc(CN(C)Cc2cccc3ccccc23)c([N+](=O)[O-])cc1OC` reads 1.8
# STK33 kin inh result of `COc1ccc(C(CC(=O)O)NC(N)=O)cc1` (configuration not stated) reads -3.8
# mut p53 react result of `CS(=O)(=O)N(CC(=O)Nc1ccc(C(F)(F)F)cc1)c1ccccc1Cl` reads -10.5
# mut p53 react result of `CNC[C@@H]1OCCCC[C@H](C)Oc2ccc(NC(=O)Nc3ccccc3)cc2C(=O)N([C@H](C)CO)C[C@@H]1C` reads 7.0

# (list continues)
SMILES,STK33 kin inh,mut p53 react
C[C@@H]1CN([C@H](C)CO)C(=O)CCCn2nncc2CO[C@@H]1CN(C)C(=O)Nc1cccc2ccccc12,-4.8,x
COc1ccc(OC(=O)N(C)C[C@@H]2OCc3ccccc3-c3ccccc3C(=O)N([C@H](C)CO)C[C@@H]2C)cc1,x,-4.8
COc1ccc(S(=O)(=O)Nc2cccc3c2O[C@@H](CN(C)S(=O)(=O)c2cccs2)[C@H](C)CN([C@H](C)CO)C3=O)cc1,x,10.4
C[C@H](CO)N1C[C@H](C)[C@H](CN(C)Cc2ccc(C(F)(F)F)cc2)Oc2ccc(NC(=O)Nc3ccc4c(c3)OCO4)cc2C1=O,1.4,6.0
C=CCN1C(=O)[C@]2(O[C@H](CCO)[C@@H]([Si](C)(C)c3ccc(OC)cc3)[C@@H]2C)c2cc(N3CCC3=O)ccc21,7.8,x
O=C(CSc1nnc(-c2ccccc2F)n1-c1ccc(Cl)cc1)Nc1ccc(F)cc1F,-0.4,-7.7
Cc1ccc(C(=O)CSc2nc(C)nc3sc4c(c23)CCCC4)cc1,0.3,-4.1
C[C@@H]1CN([C@H](C)CO)C(=O)c2cc(NS(=O)(=O)c3ccc(F)cc3)ccc2O[C@H]1CN(C)C(=O)NC1CCCCC1,1.3,x
COCC(=O)N(C)C[C@@H]1Oc2cc(C#CC(C)C)ccc2S(=O)(=O)N([C@H](C)CO)C[C@@H]1C,x,-0.9
C[C@@H]1CN([C@@H](C)CO)C(=O)Cc2cc(NC(=O)Nc3ccc(C(F)(F)F)cc3)ccc2O[C@@H]1CN(C)S(=O)(=O)c1ccc(F)cc1,-8.5,x
O=c1[nH]c(SCc2n[nH]c(=S)n2-c2ccccc2)nc2ccccc12,u,14.7

# Source: PubChem BioAssay
